aGal spleen mod: inhibitors or activators of human alpha-galactosidase in spleen homogenate; P06280; human spleen homogenate, 4MU-alpha-Gal fluorescence, 40 min; Potency, µM (doses to about 80 µM), inactives show at the top dose activity change, negative = inhibition, usual class: inhibitors; 240,000 compounds, 0.008% hits; AID 2107;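 further: 0% = enzyme with vehicle and -100% = no enzyme basal signal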
Target sequence (P06280 32-429 limits assumed): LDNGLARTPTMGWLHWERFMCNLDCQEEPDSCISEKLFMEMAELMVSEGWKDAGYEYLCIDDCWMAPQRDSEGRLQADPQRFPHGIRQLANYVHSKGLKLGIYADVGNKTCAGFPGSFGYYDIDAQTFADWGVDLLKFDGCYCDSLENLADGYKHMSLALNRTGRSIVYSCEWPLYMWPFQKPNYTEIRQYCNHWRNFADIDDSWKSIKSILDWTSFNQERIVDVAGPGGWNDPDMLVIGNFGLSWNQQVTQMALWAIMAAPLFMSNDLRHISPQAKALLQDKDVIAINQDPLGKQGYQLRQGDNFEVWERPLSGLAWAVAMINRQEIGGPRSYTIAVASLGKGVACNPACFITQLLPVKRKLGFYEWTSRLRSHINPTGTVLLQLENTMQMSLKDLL
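qHTS titration in buffer at pH 5.0. Alpha-galactosidase activity in spleen homogenate was measured via 4-methylumbelliferone release from 1 mM fluorogenic substrate after 40 min at 37C and a pH 10 stop. AC50 came from Hill fits of control-normalized data.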
TRb SRC2 PPI: inhibitors of human thyroid hormone receptor beta-SRC2 interaction; 280,000 compounds, 0.065% hits; TRbeta-SRC2 peptide binding, fluorescence polarization; receptor liganded with 1 µM T3; Potency, µM (series often up to 106 µM), for inactives: at the top dose activity change, negative = inhibition, actives largely listed as inhibitors; P10828;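 further: plate controls were bound peptide for no effect and peptide without receptor for full effect; nearly all actives have a fitted effect of over 50% in size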
Target sequence (P10828 whole entry, looked up): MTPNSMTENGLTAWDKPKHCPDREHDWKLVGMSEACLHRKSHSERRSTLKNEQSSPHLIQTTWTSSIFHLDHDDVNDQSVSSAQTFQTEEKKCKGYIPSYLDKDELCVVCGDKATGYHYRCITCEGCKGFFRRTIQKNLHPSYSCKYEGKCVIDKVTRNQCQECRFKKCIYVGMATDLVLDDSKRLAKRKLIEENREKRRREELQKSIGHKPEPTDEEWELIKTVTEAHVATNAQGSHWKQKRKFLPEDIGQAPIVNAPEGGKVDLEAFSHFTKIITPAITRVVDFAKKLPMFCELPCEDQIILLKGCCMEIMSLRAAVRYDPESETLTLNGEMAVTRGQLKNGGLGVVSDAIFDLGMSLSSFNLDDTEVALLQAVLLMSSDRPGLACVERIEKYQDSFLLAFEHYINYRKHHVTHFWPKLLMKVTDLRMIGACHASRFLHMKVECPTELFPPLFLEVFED
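Quantitative HTS by FP: 0.6 uM TRb LBD, 20 nM labeled SRC2 20-mer, 1 uM T3, 5% DMSO; 5 hr ambient incubation; % activity per concentration and potencies from concentration series.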
Tau fibril FP: tau fibrillization inhibition (FP). K18 P301L tau heparin fibrillization, Alexa594 FP, 6 h. Potency, µM (top dose mostly 57.7 µM), for the others: at the highest dose activity, negative = inhibition, usual class: inhibitors. 280,000 compounds, 0.39% hits; further: nearly all actives have a fitted effect of over 55% in size
Target sequence (P10636 561-689 P618L limits assumed): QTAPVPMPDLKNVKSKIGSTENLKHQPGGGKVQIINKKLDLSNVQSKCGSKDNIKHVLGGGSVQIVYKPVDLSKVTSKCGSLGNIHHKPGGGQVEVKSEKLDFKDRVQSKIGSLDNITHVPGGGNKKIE
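K18 P301L tau (15 uM unlabeled/0.24 uM Alexa 594-labeled, final) + compound + heparin 20 uM final; 100 mM NaOAc pH 7; 6 hr 37 C; ThT 30 uM final added, 1 hr RT; FP ex 555/em 632 nm.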
L3MBTL1 block: L3MBTL1 (human) inhibition; Q9Y468; AlphaScreen L3MBTL1–H3K9me1 peptide binding; Potency, µM (doses to about 57.1 µM), without a hit: at the highest dose activity, negative = inhibition, hits mostly inhibitors; 230,000 compounds, 0.66% hits; AID 485360; further: nearly all actives have a fitted effect of over 60% in size
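L3MBTL1 50 nM + b-AHA-H3(1-15)K9me1 75 nM, 30 min RT; compound added, 30 min RT; streptavidin donor/Ni-chelate acceptor beads 10 ug/mL each final, 30 min RT dark; AlphaScreen read.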
Tau fluor cs: counter-screen for tau fibril formation inhibitors. tau K18 P301L Alexa594 fluorescence, heparin fibrillization. Potency, µM (top dose mostly 57.7 µM), for inactives: at the top dose activity change, negative = decrease. 280,000 compounds, 0.93% hits. AID 1463; further: nearly all actives have a fitted effect of over 55% in size
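Human tau K18 P301L (15 uM unlabeled, 0.24 uM Alexa 594-labeled) in 100 mM sodium acetate pH 7 with 20 uM heparin, 6 hr at 37 C. ThT 30 uM added, 1 hr ambient; Alexa 594 FP and total fluorescence read at 555/632 nm.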
ALDH1A1 inh: ALDH1A1 (human) enzyme inhibition; 220,000 compounds, 7.3% hits; Purified ALDH1A1, NADH fluorescence, propionaldehyde substrate; P00352; Potency, µM (series often up to 75.3 µM), without a hit: at the highest dose activity, negative = inhibition, actives largely listed as inhibitors; active means well fitted inhibition curve with a large enough effect, not every such curve was filed as active; inconclusive means small, poorly fitted or top-dose-only effect, or another doubt; inactive means no such curve, though single readings can be large or run the other way;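 further: plate controls were no enzyme wells and a reference inhibitor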
Tau ThT inhib: blocks human tau fibril formation measured by thioflavin T; P10636; recombinant tau K18 P301L (four-repeat tau fragment), heparin-induced fibrillization, ThT fluorescence; Potency, µM (top dose mostly 57.4 µM), inactives show top-dose activity, negative = inhibition, actives largely listed as inhibitors; 270,000 compounds, 2.1% hits; AID 1460; further: nearly all actives have a fitted effect of over 55% in size
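K18 P301L tau (15 uM + 0.24 uM Alexa 594-tagged), heparin 20 uM, NaOAc pH 7, 6 h 37 C; ThT 30 uM, 1 h RT, ex 450/em 510 nm.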
TexasRed fluor: counter-screen for TRb-SRC2 inhibitors: fluorescence interference; TRb/SRC2 Texas Red total fluorescence interference; Potency, µM (doses to about 106 µM), without a hit: at the highest dose fluorescence change, negative = quenching; 280,000 compounds, 0.29% hits; active means well fitted curve in either direction with a large enough effect; inconclusive means small, poorly fitted or top-dose-only effect
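Flags fluorescent or light-absorbing compounds by total fluorescence, S + 2P, at 555 nm excitation and 632 nm emission. Mixture: 20 nM Texas Red SRC2 peptide, 0.6 uM human TRb LBD, 1 uM T3, 5% DMSO; compound exposure 5 h at ambient temperature.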
Active calls of the source: *; ? = inconclusive; · = not tested or not shown; [ ] = dose if it differs, or a comment. Unless noted, the call rests on the fitted dose curve; in most records, active means well fitted curve in the direction sought with a large enough effect; inconclusive means small, poorly fitted or top-dose-only effect, or another doubt; inactive means no such curve, though single readings can be large; an effect the other way counts as inactive or inconclusive. Unless noted, on the % scale 0 is the no-effect control and ±100 the full control effect; potency means the concentration at half of the fitted maximal effect.

SMILES	aGal spleen mod	TRb SRC2 PPI	Tau fibril FP	L3MBTL1 block	Tau fluor cs	ALDH1A1 inh	Tau ThT inhib	TexasRed fluor
CCOC(=O)c1c(NC(=O)COc2ncnc3ccccc23)sc(C)c1C	7%	-9%	3%	3%	3%	11%	3%	-2%
COc1ccc(/C=N/n2cc(-c3ccccc3)nc2N)cc1	0%	-7%	3%	-11%	-27%	?	?	0%
COc1cc(-c2ccno2)ccc1S(=O)(=O)N1CCN(c2cccc(Cl)c2)CC1	·	3%	-18%	·	?	·	?	3%
O=C(NCC(c1cccs1)S(=O)(=O)c1cccs1)c1ccc(Cl)cc1 (stereo unspecified)	·	-2%	?	·	-18%	·	-4%	-2%
COc1cc(/C=N/Nc2nc3ccccc3s2)cc([N+](=O)[O-])c1O	-11%	-8%	-10%	-11%	14µM*[quencher]	-3%	1.8µM*	-24%
N#CCC(=O)N/N=C/c1ccc(OCc2ccccc2)cc1	5%	6%	-2%	·	-5%	-9%	-15%	-1%
CCOc1ccccc1NC(=O)c1c(NC(=O)C(C)Oc2cccc(Cl)c2)sc2c1CCCCC2 (stereo unspecified)	·	-12%	-9%	·	-3%	·	1%	-49%
COc1ccc2[nH]cc(C(O)CN3CCN(c4ccccc4F)CC3)c2c1 (stereo unspecified)	1%	11%	5%	?	-22%	1%	-17%	-1%
Cc1ccc(NC(=O)C(=O)NCCN2CCN(S(C)(=O)=O)CC2)cc1	-8%	-7%	-2%	0%	1%	-3%	-7%	-5%
COc1ccc(CCN2C(=O)N(c3ccccc3)C(=O)C2CC(=O)Nc2ccccc2)cc1 (stereo unspecified)	·	4%	-14%	·	-27%	·	9%	0%
Cc1ccc(-c2onc3ccc(C=O)cc23)cc1	4%	-1%	?	·	?	?	25µM*	-1%
COc1ccc(NC(=O)Cn2cccc2)c(OC)c1	-13%	-1%	0%	-11%	-8%	2%	-6%	-1%

Some of the entries so far, in markdown:
| SMILES | aGal spleen mod | TRb SRC2 PPI | Tau fibril FP | L3MBTL1 block | Tau fluor cs | ALDH1A1 inh | Tau ThT inhib | TexasRed fluor |
| --- | --- | --- | --- | --- | --- | --- | --- | --- |
| Cc1ccc(NC(=O)C(=O)NCCN2CCN(S(C)(=O)=O)CC2)cc1 | -8% | -7% | -2% | 0% | 1% | -3% | -7% | -5% |
| O=C(NCC(c1cccs1)S(=O)(=O)c1cccs1)c1ccc(Cl)cc1 (stereo unspecified) | · | -2% | ? | · | -18% | · | -4% | -2% |
| COc1cc(-c2ccno2)ccc1S(=O)(=O)N1CCN(c2cccc(Cl)c2)CC1 | · | 3% | -18% | · | ? | · | ? | 3% |
| COc1ccc2[nH]cc(C(O)CN3CCN(c4ccccc4F)CC3)c2c1 (stereo unspecified) | 1% | 11% | 5% | ? | -22% | 1% | -17% | -1% |

The list goes on:
SMILES	aGal spleen mod	TRb SRC2 PPI	Tau fibril FP	L3MBTL1 block	Tau fluor cs	ALDH1A1 inh	Tau ThT inhib	TexasRed fluor
COc1ccc(C(=O)Nc2ccc(-c3ccc(NC(=O)c4ccc(OC)cc4)c(OC)c3)cc2OC)cc1	8%	0%	4%	-7%	-20%	?	?	-3%
Cc1ccc(N=Nc2c(C)[nH]n(C(N)=S)c2=O)cc1C	5%	1%	5%	2%	-4%	?	4.5µM*	-3%
C/C=C/c1ccc(OCC(=O)OCC(=O)NC2CC2)c(OC)c1	10%	1%	10%	-26%	14%	7%	6%	-2%
CC(C)C[C@@H](CC(=O)N[C@@H](CCC(=O)O)CC(=O)O)NC(=O)[C@@H]1CNCC[C@H]1NC(=O)C[C@@H](NC(=O)C[C@H](Cc1ccccc1)NC(=O)[C@@H]1CCCC[C@H]1N)C(C)C	-7%	1%	1%	·	-7%	-9%	-11%	-1%
CCN(CC)C(=O)c1sc2c(c1C)c(=O)n(-c1ccc(OC)cc1OC)c(=O)n2CC(=O)Nc1ccccc1	·	0%	-2%	·	-18%	·	-12%	-20%
CC(C)c1ccc(C(=O)N/N=C/c2cccc(Cl)c2Cl)cc1	-19%	-6%	3%	44%[activator]	-12%	-8%	-17%	0%
O=C(COC(=O)c1ccccn1)NC12CC3CC(CC(C3)C1)C2	0%	1%	-10%	·	-9%	7%	-10%	0%
COc1ccc(Nc2nc(N)nc(CSc3nccn3C)n2)cc1	-20%	-5%[53 µM]	8%	47%[activator]	-4%	7%	2%	1%[53 µM]
Cc1cc(C)n(-c2nc3ccccc3nc2Nc2ccc(Cl)c(Cl)c2)n1	·	3%	11%	·	-25%	·	2%	1%
Clc1cccc(CSc2nnc(-c3sccc3-n3cccc3)o2)c1	-16%	0%	-7%	18%	?	?	-19%	2%
NC(=O)c1ccc(NC(=S)NCc2ccco2)cc1	0%	-3%	-1%	·	-3%	?	-2%	-8%
C/C=C\C(=O)Nc1cccc(C2=NOC3(C2)C[C@@H](C(N)=O)N(C(=O)CC(c2ccccc2)c2ccccc2)C3)c1 (stereo partly specified)	-5%	9%	1%	·	-21%	·	-4%	-2%
O=C(Nc1ccc(S(=O)(=O)NCCc2ccccc2)cc1)c1ccco1	4%	-11%	-8%	-9%	-20%	?	2%	-5%
CC(C)CC(=O)NC1(C(F)(F)F)NC(=O)N(c2ccccc2)C1=O (stereo unspecified)	1%	2%	5%	4%	3%	9%	-4%	-1%
O=C(CCC(=O)N1CCCC1)Nc1ccc([N+](=O)[O-])cc1	6%	0%	-4%	-2%	5%	?	3%	-2%
CCOc1ccc(NC(=O)CSc2cn(CCNC(=O)c3ccccc3F)c3ccccc23)cc1	·	10%	-6%	·	-25%	·	?	-1%
CCOc1ccc(-c2c(C)nn3c(C)c(C(=O)Nc4cccc(Cl)c4C)cnc23)cc1OCC	·	-7%	?	·	-16%	·	?	0%
COC(=O)C1=C(N)Oc2cc(C)oc(=O)c2C1c1cccnc1 (stereo unspecified)	1%	5%	6%	-1%	4%	8%	3%	-5%
C=CCn1c(NC(=O)c2ccc(Br)o2)c(C(=O)OCC)sc1=S	3%	0%	-15%	4%	-14%	3.5µM*	?	-2%
CN(C)c1nc2ccc(OCCN3CCCCC3)cc2s1	6%	-2%	-9%	-2%	6%	4%	7%	-3%
O=C(Nc1ccc(CSc2ccccc2)cc1)c1ccc(CN2CCOCC2)cc1	-10%	4%	-10%	?	-12%	5%	11%	-1%
COc1ccc(S(=O)(=O)N(C)CC(=O)NCc2cccnc2)cc1OC	7%	0%	11%	·	-3%	4%	-8%	0%
CCOC(=O)c1c(-n2cnnn2)sc(C)c1C	9%	0%	4%	0%	-13%	?	-11%	3%
Cc1nn(Cc2ccc(Cl)cc2)c(C)c1NC(=O)CSc1n[nH]c(C)c1[N+](=O)[O-]	1%	-3%	1%	-2%	-10%	-3%	?	5%
COc1ccc2cc(C3OCCO3)c(Cl)nc2c1	-2%	2%	2%	3%	-7%	-5%	-9%	-1%
Cc1ccc(OC(C)C(=O)Nc2ccc(C)c(S(=O)(=O)Nc3ccc(C)cc3C)c2)cc1 (stereo unspecified)	3%	-5%[53 µM]	-2%	1%	-25%	-5%	-3%	-2%[53 µM]
O=C(Cn1cc(C(F)(F)F)cc(Cl)c1=O)Nc1cc(S(=O)(=O)N2CCOCC2)ccc1Cl	4%	-3%	?	-11%	-18%	-2%	-7%	-3%
CCOC(=O)c1ccccc1NC(=O)CN(c1ccccc1)S(=O)(=O)c1ccc(OCC)cc1	·	7%	-10%	·	-25%	·	-13%	-2%
Cc1cc(-c2nnc(SCC(=O)Nc3nc(-c4ccccc4)cs3)o2)no1	13%	9%	-2%	·	-9%	·	?	2%
Brc1ccc(NC2=Nc3ccccc3CC2)cc1	-1%	-2%	0%	-4%	-22%	-5%	-15%	1%
CC(C)CN(C(=O)CSc1nnc2c(Cl)cc(C(F)(F)F)cn12)C1CCS(=O)(=O)C1 (stereo unspecified)	-3%	-8%	-1%	-8%	-6%	?	-6%	2%
Cc1cc2ccccc2n1-c1ccc(C(=O)N2CCC(C(=O)NCc3ccc(Cl)cc3)CC2)s1	·	-1%	10%	·	-4%	·	-14%	0%
COc1ccc([N+](=O)[O-])cc1NCc1ccccc1	0%	6%	2%	47%[activator]	?	-6%	?	1%
Fc1ccc(COc2cccc(-c3n[nH]c(=S)o3)c2)cc1	-1%	-6%	-2%	-20%	-10%	?	?	2%
C/C(=C\C[Si](C)(C)C)CCC=O	-29%	3%	-3%	·	-15%	2%	-8%	0%
Cc1ccc(NC(=O)COC(=O)c2ccc([N+](=O)[O-])o2)cc1S(=O)(=O)N1CCCCC1	4%	-12%	4%	-12%	?	25µM*	7%	-1%
O=C(Nc1nnc(-c2ccccc2Cl)o1)c1nc2ccccc2s1	-5%	-12%	-12%	17%	-9%	12%	-18%	-2%
CC1CCN(S(=O)(=O)c2ccc3c(c2)N(CC(=O)Nc2ccc(F)c(Cl)c2)C(=O)CO3)CC1	·	-1%	?	·	?	·	7%	-1%
Cc1ccc(C)c(NC(=O)CSc2ccc3nc(-c4ccccc4)cn3n2)c1	·	2%	-9%	·	-6%	·	-5%	-3%
Cc1cn(CCC(=O)Nc2ccc(N3CCOCC3)cc2)c2ccccc12	5%	3%	?	-28%	-17%	2%	?	-4%
COc1ccc(-c2nnc(SCCOc3ccccc3C)o2)cc1OC	·	-4%	-9%	·	-15%	·	14%	-1%
CC(=O)Nc1sc(N/N=C\c2ccccc2Cl)nc1-c1cccs1	-1%	-3%	1%	10%	4%	?	10%	-7%
COc1ccc(Cn2ccn(CC(=O)Nc3cc(C)ccc3C)c(=O)c2=O)cc1	·	-3%	7%	·	-16%	·	-16%	6%
C=CCN1c2ccccc2[C@]23C[C@@H](C(=O)OC)N(S(=O)(=O)c4ccc(C(F)(F)F)cc4)C2=NC(C(=O)OC)=C(C(=O)OC)[C@H]13	4%[17.5 µM]	5%[11.2 µM]	5%[11.6 µM]	·	-10%[11.6 µM]	-5%[13.5 µM]	?	-2%[11.2 µM]
CCN1CCC(CNCc2cn(-c3ccc(OC)cc3)nc2-c2ccccc2Cl)C1 (stereo unspecified)	-3%	8%	-10%	-15%	-4%	-9%	-19%	1%
CCCCOc1ccc(CSCCN)cc1Cl	3%	-3%	3%	-1%	-8%	·	3%	0%
CCOC(=O)c1ccoc1CSCC(=O)N1CCN(S(=O)(=O)c2ccc(C)cc2)CC1	-1%	1%	7%	1%	-2%	?	3%	1%
CN(C)/C=N/NC(=O)c1ccc(Cl)cc1	3%	1%	4%	·	1%	12%	-2%	-1%
